Source: PubChem BioAssay (NMMLSC)
Rac1 wt modul – human Rac1 wildtype GTP binding, inhibitors and activators | AID 757 | P63000 | GTP binding activity (% of control), % at 10 µM | GST-Rac1 beads, fluorescent GTP binding, flow cytometry; actives lie on both sides; 0 = cold GTP competed, 100 = untreated | hit rate 0.27% among 190,000;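 active means GTP binding activity at least 20 points away from the 100% control level, either lower or higher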
Rab7 wt modul – alters GTP binding to wildtype dog Rab7 | GST-Rab7 beads, fluorescent GTP binding, flow cytometry; actives lie on both sides; untreated = 100%, excess cold GTP = 0% | GTP binding activity (percent of control), % at 10 µM | hit rate 0.055% among 190,000;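 active means fluorescent GTP binding to Rab7 beads changed by at least 20 points from the 100% baseline, either direction, mostly lower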;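 further: median green fluorescence of bound Bodipy-FL-GTP per Rab7 bead population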
HRas wt GTP – human HRas wildtype GTP binding, change in either direction | hit rate 0.14% among 190,000 | GTP binding activity, % at 10 µM | P01112 | AID 759 | GST-Ras wt beads, Bodipy-FL-GTP binding, flow cytometry; actives lie on both sides;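 active means GTP binding activity at least 20% away from the 100% baseline, either lowered as inhibitor or raised as activator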;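 further: 0% = unlabeled GTP competition control and 100% = no-compound control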
Bim-Bfl-1 – human Bim-Bfl-1 interaction inhibition; Q16548; Bead-based flow cytometry, Bim-Bfl-1 binding inhibition; inhibition, % at 10 µM; hit rate 0.12% among 190,000;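 further: 0% = wells without compound plus tracer and 100% = blocker peptide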
Bcl-B Bim block – disrupts Bim peptide binding to human Bcl-B. bead-based flow cytometry. hit rate 0.073% among 190,000. Q9HD36. inhibition, % at 10 µM. AID 951;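 further: 0% = tracer peptide without compound and 100% = reference inhibitor peptide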
Target sequence (Q9HD36 whole entry, looked up): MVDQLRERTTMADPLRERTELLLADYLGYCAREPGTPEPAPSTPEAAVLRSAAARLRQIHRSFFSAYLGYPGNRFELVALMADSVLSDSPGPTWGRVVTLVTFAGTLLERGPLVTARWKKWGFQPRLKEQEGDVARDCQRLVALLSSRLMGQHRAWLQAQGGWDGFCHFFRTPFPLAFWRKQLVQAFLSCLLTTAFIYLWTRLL
Cdc42 wt – human Cdc42 wildtype GTP binding change, either direction | P60953 | hit rate 0.2% among 190,000 | AID 761 | GST-Cdc42 beads, Bodipy-GTP binding, flow cytometry; actives lie on both sides | percent activity (GTP binding), % at 10 µM;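 active means percent activity GTP binding at least 20 points away from the 100% baseline, either down as inhibitor or up as activator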;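 further: median bead fluorescence of bound Bodipy-FL-GTP at 100 nM; 0% = excess unlabeled GTP control and 100% = no compound control; below 100% means less GTP binding so inhibitor and above means activator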
Target sequence (P60953 whole entry, looked up): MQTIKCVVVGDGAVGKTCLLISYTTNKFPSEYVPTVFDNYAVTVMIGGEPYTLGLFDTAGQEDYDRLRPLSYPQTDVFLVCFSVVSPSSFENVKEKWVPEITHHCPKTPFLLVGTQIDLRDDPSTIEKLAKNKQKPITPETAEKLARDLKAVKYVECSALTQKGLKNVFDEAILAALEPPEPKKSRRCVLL
Bim-Bcl-W – inhibitors of Bim-Bcl-W interaction, human; bead-based flow cytometry, Bim peptide-Bcl-W binding; inhibition, % at 10 µM; hit rate 0.02% among 190,000;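 further: 0% = bound tracer without compound and 100% = peptide blocker; higher means less fluorescent Bim peptide bound to Bcl-W beads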
Target sequence (Q92843 whole entry, looked up): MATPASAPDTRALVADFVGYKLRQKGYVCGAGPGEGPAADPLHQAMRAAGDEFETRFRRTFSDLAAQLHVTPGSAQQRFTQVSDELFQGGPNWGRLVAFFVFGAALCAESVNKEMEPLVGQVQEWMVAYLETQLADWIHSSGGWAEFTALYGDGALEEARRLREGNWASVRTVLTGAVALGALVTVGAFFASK
Rab2 wt GTP – changes GTP binding to wildtype dog Rab2A, up or down; GTP binding activity, % at 10 µM; P61105; hit rate 0.19% among 190,000; GST-Rab2 wt beads, Bodipy-GTP binding, flow cytometry;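 active means GTP binding activity at least 20 points away from 100%, either lowered or raised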;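 further: 0% = beads with excess unlabeled GTP and 100% = no-compound control corrected for plate trend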
Rac1 mut GTP – modulators of GTP binding to human Rac1 activated mutant; P63000; GST-Rac1 activated beads, fluorescent GTP binding, flow cytometry; actives lie on both sides; 100% means binding = to untreated wells; percent activity (GTP binding), % at 10 µM; hit rate 0.11% among 190,000; AID 764;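 active means GTP binding at least 20 percentage points away from the 100% baseline, in either direction, so actives lie on both sides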
Bcl-XL Bim block – human Bim-Bcl-XL interaction inhibition; Bim peptide-Bcl-XL binding, bead flow cytometry, fluorescence; inhibition, % at 10 µM; hit rate 0.04% among 190,000; AID 1007
Target sequence (Q07817 whole entry, looked up): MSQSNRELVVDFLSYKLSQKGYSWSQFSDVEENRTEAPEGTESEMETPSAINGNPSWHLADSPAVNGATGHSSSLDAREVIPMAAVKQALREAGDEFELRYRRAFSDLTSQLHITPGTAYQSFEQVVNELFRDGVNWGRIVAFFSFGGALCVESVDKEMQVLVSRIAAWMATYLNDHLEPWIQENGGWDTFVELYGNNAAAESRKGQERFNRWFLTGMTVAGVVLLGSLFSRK
Bcl-2 Bim block – disrupts Bim peptide binding to human Bcl-2. P10415. Bead-based flow cytometry, Bim peptide-Bcl-2 binding. inhibition, % at 10 µM. AID 950. hit rate 0.06% among 190,000; in the data active means inhibition above about 40%;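 further: 0% = no compound wells with probe peptide and 100% = reference peptide inhibitor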
Target sequence (P10415 whole entry, looked up): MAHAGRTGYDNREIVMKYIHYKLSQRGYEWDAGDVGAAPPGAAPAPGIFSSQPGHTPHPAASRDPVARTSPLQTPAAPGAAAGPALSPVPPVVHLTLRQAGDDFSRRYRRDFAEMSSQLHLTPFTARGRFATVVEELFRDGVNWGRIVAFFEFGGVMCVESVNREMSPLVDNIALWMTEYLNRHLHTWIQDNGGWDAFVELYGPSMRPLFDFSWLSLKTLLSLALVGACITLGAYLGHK
The depositor's hits bear a star. Unless noted, no stated cut-off is given here; in the data, active means inhibition above about 40%. Compounds were not picked by outcome; any-hit rate near 0.62%.

SMILES | Rac1 wt modul | Rab7 wt modul | HRas wt GTP | Bim-Bfl-1 | Bcl-B Bim block | Cdc42 wt | Bim-Bcl-W | Rab2 wt GTP | Rac1 mut GTP | Bcl-XL Bim block | Bcl-2 Bim block
CCOCCCNCC(=O)N1CCN(S(=O)(=O)c2ccc(C)cc2)CC1 | 108.0 | 98.0 | 101.0 | -7.0 | -6.0 | 106.0 | 3.0 | 100.0 | 103.0 | 0.0 | -6.0
CCCc1cc(=O)[nH]c(SCC(=O)N(CC)C2CCS(=O)(=O)C2)n1 (stereo not given) | 99.0 | 98.0 | 99.0 | -2.0 | 0.0 | 100.0 | 0.0 | 98.0 | 100.0 | 0.0 | -3.0
NS(=O)(=O)c1cccc(NC(=O)CNC(=O)CC23CC4CC(CC(C4)C2)C3)c1 | 97.0 | 103.0 | 99.0 | -5.0 | -2.0 | 97.0 | 0.0 | 98.0 | 95.0 | 0.0 | -2.0
CCOC(=O)C1CCN(C(c2cccc(F)c2)c2sc3nc(C)nn3c2O)CC1 (stereo not given) | 103.0 | 100.0 | 100.0 | -10.0 | -6.0 | 101.0 | 0.0 | 101.0 | 96.0 | -3.0 | -9.0
Cc1nc2ccccc2n1C1CC(=O)N(N(C)C)C1=O (stereo not given) | 102.0 | 100.0 | 101.0 | -13.0 | -7.0 | 101.0 | 0.0 | 102.0 | 100.0 | 3.0 | -6.0
COC(=O)c1cc(NC(=O)C(C)c2ccc(CC(C)C)cc2)ccc1O (stereo not given) | 96.0 | 96.0 | 95.0 | 6.0 | 0.0 | 94.0 | 4.0 | 96.0 | 95.0 | 2.0 | -1.0
Cc1ccccc1CC1(CO)CCCN(Cc2ccc3c(c2)OCCO3)C1 (stereo not given) | 97.0 | 96.0 | 96.0 | -8.0 | -6.0 | 99.0 | -1.0 | 99.0 | 95.0 | -5.0 | -1.0
COc1ccc(/C=C/C(=O)CC(O)(c2ccccc2)C(F)(F)F)cc1 (stereo not given) | 107.0 | 99.0 | 103.0 | -35.0 | -51.0 | 98.0 | -33.0 | 104.0 | 101.0 | -29.0 | -30.0
Cc1ccccc1C(=O)Nc1nnc(-c2ccco2)s1 | 94.0 | 97.0 | 96.0 | -1.0 | 1.0 | 94.0 | 1.0 | 95.0 | 94.0 | -1.0 | 1.0
CN(C)CC1CCCCC1OC(=O)c1ccc(Cl)cc1 (stereo not given) | 101.0 | 100.0 | 98.0 | -5.0 | -3.0 | 104.0 | -1.0 | 100.0 | 97.0 | -3.0 | -6.0
CC(C)n1nc(C(=O)Nc2ccccc2N2CCOCC2)c2ccccc2c1=O | 103.0 | 95.0 | 99.0 | -1.0 | -3.0 | 98.0 | -6.0 | 99.0 | 100.0 | -8.0 | -3.0
O=C(Nc1nnc(-c2ccco2)o1)c1ccc(N2C(=O)CCC2=O)cc1 | 98.0 | 94.0 | 92.0 | 0.0 | -1.0 | 97.0 | -1.0 | 96.0 | 95.0 | 0.0 | 1.0
Cc1cc(C)cc(NC(=O)c2cnn(-c3ccccc3)c2C2CCNCC2)c1 | 96.0 | 97.0 | 97.0 | 0.0 | -5.0 | 95.0 | -3.0 | 97.0 | 93.0 | 0.0 | -1.0
O=C(NNC(=O)c1ccccc1F)c1cccc(Cl)c1 | 90.0 | 92.0 | 96.0 | -12.0 | -7.0 | 95.0 | -1.0 | 93.0 | 94.0 | 3.0 | -10.0
CCN(CC)CCNc1nc(-c2ccco2)c2c(c1C#N)CC(C)(C)OC2 | 99.0 | 96.0 | 100.0 | 9.0 | -5.0 | 101.0 | 0.0 | 101.0 | 97.0 | -3.0 | -2.0
Cc1ccc(CNC(=O)c2nc3nc(C)cc(C)n3n2)cc1 | 106.0 | 101.0 | 101.0 | -4.0 | -3.0 | 104.0 | -4.0 | 103.0 | 98.0 | -2.0 | -3.0
CCCN(CC#CC(O)(c1ccccc1)c1cccnc1)CCC (stereo not given) | 97.0 | 99.0 | 94.0 | -8.0 | -1.0 | 96.0 | 1.0 | 98.0 | 94.0 | -2.0 | -6.0
C=C(C)C1CC=C(C)/C(=N\NC(=O)CNc2ccccc2OC)C1 (stereo not given) | 100.0 | 100.0 | 99.0 | -11.0 | -2.0 | 100.0 | 0.0 | 98.0 | 98.0 | -3.0 | -2.0
O=S(=O)(Nc1cccc2cccnc12)c1ccc(S(=O)(=O)N2CCCC2)cc1 | 104.0 | 99.0 | 101.0 | -6.0 | -5.0 | 102.0 | 3.0 | 100.0 | 99.0 | -3.0 | -6.0
Cc1ccccc1NC(=O)N1C2CCCC1CC(NC(=O)C1CC1)C2 (stereo not given) | 104.0 | 98.0 | 100.0 | -10.0 | -1.0 | 101.0 | -5.0 | 102.0 | 99.0 | -6.0 | 0.0
COc1ccc(C)cc1NC(=O)C1CC(=O)OC12CCCCC2 (stereo not given) | 98.0 | 100.0 | 100.0 | -8.0 | -3.0 | 101.0 | 3.0 | 99.0 | 98.0 | -5.0 | -4.0
CCCCC(Nc1ncnc2ccccc12)C(=O)O (stereo not given) | 104.0 | 94.0 | 98.0 | -1.0 | 0.0 | 103.0 | -4.0 | 97.0 | 99.0 | -1.0 | -1.0
COc1cccc(-c2nnc(SCc3ccccn3)n2C)c1 | 112.0 | 102.0 | 108.0 | 0.0 | -2.0 | 111.0 | -2.0 | 106.0 | 105.0 | 0.0 | 1.0
Cc1cc2c(c(=O)n1CCc1ccccc1)C(c1ccco1)C(C#N)=C(N)O2 (stereo not given) | 105.0 | 98.0 | 104.0 | -1.0 | 1.0 | 106.0 | -6.0 | 104.0 | 104.0 | -4.0 | 0.0
Cc1cc(C)c(S(=O)(=O)c2c(C)cccc2C)c(Cl)n1 | 101.0 | 93.0 | 97.0 | 0.0 | 1.0 | 96.0 | -3.0 | 96.0 | 97.0 | -5.0 | -2.0
O=C(O)c1ccc2cccnc2n1 | 91.0 | 103.0 | 94.0 | 0.0 | -2.0 | 93.0 | -1.0 | 96.0 | 95.0 | -2.0 | 0.0
COc1ccc(Cl)cc1N(CC(=O)Nc1ccc2c(c1)OCO2)S(C)(=O)=O | 109.0 | 101.0 | 103.0 | -12.0 | -11.0 | 104.0 | -4.0 | 104.0 | 98.0 | -6.0 | -13.0
Cc1cc(Sc2ncnc(N)c2[N+](=O)[O-])ncn1 | 85.0 | 101.0 | 92.0 | 4.0 | 2.0 | 85.0 | 1.0 | 91.0 | 86.0 | 4.0 | 4.0
Cc1ccccc1NC(=O)C(=O)N/N=C/c1cccc(Br)c1 | 100.0 | 98.0 | 98.0 | -3.0 | -9.0 | 99.0 | -5.0 | 98.0 | 97.0 | -5.0 | -2.0
CCOc1ccc(Nc2nc(C)cc(C)c2C#N)cc1 | 103.0 | 98.0 | 97.0 | -5.0 | -4.0 | 98.0 | 0.0 | 97.0 | 96.0 | -1.0 | -3.0
COc1ccccc1CC1(C)NC(=O)N(CC(=O)Nc2cc(C)on2)C1=O (stereo not given) | 109.0 | 98.0 | 102.0 | -17.0 | -11.0 | 105.0 | -3.0 | 103.0 | 102.0 | -7.0 | -3.0
O=S(=O)(c1cccc2cccnc12)N1CCN(c2ccccn2)CC1 | 97.0 | 101.0 | 98.0 | -3.0 | -1.0 | 98.0 | 0.0 | 98.0 | 96.0 | -6.0 | -3.0
COc1ccc(NC(C)=O)cc1NC(=O)CSc1nnc(-c2cccnc2)n1C | 102.0 | 98.0 | 99.0 | -13.0 | -5.0 | 100.0 | -1.0 | 100.0 | 100.0 | 5.0 | -10.0
O=C(CSc1cccc(C(F)(F)F)c1)N1CCN(S(=O)(=O)c2ccccc2)CC1 | 111.0 | 110.0 | 105.0 | -13.0 | -4.0 | 103.0 | 3.0 | 102.0 | 102.0 | -30.0 | -8.0
CC(C)(C)c1ccc(OCC(=O)NC2CCS(=O)(=O)C2)cc1 (stereo not given) | 86.0 | 90.0 | 91.0 | -12.0 | -10.0 | 92.0 | 0.0 | 89.0 | 90.0 | 1.0 | -7.0
COc1ccc(CNC(=O)COC(=O)c2ccco2)cc1 | 100.0 | 94.0 | 94.0 | -3.0 | -3.0 | 97.0 | -4.0 | 97.0 | 97.0 | -5.0 | -2.0

A section from the list above, for reference:
SMILES | Rac1 wt modul | Rab7 wt modul | HRas wt GTP | Bim-Bfl-1 | Bcl-B Bim block | Cdc42 wt | Bim-Bcl-W | Rab2 wt GTP | Rac1 mut GTP | Bcl-XL Bim block | Bcl-2 Bim block
O=S(=O)(c1cccc2cccnc12)N1CCN(c2ccccn2)CC1 | 97.0 | 101.0 | 98.0 | -3.0 | -1.0 | 98.0 | 0.0 | 98.0 | 96.0 | -6.0 | -3.0
COc1ccc(NC(C)=O)cc1NC(=O)CSc1nnc(-c2cccnc2)n1C | 102.0 | 98.0 | 99.0 | -13.0 | -5.0 | 100.0 | -1.0 | 100.0 | 100.0 | 5.0 | -10.0
O=C(CSc1cccc(C(F)(F)F)c1)N1CCN(S(=O)(=O)c2ccccc2)CC1 | 111.0 | 110.0 | 105.0 | -13.0 | -4.0 | 103.0 | 3.0 | 102.0 | 102.0 | -30.0 | -8.0

Other results.
SMILES | Rac1 wt modul | Rab7 wt modul | HRas wt GTP | Bim-Bfl-1 | Bcl-B Bim block | Cdc42 wt | Bim-Bcl-W | Rab2 wt GTP | Rac1 mut GTP | Bcl-XL Bim block | Bcl-2 Bim block
CCOc1ccc(C2=C(C=Nc3c(C)n(C)n(-c4ccccc4)c3=O)C(c3ccc(F)cc3)c3ccccc3O2)cc1 (stereo not given) | 106.0 | 99.0 | 100.0 | -8.0 | -23.0 | 103.0 | 2.0 | 99.0 | 99.0 | 0.0 | -9.0
Cc1nnc(NCCc2ccccc2)[nH]c1=O | 111.0 | 102.0 | 102.0 | -12.0 | -6.0 | 105.0 | 0.0 | 103.0 | 103.0 | -3.0 | -6.0
Cc1cccc[n+]1CC(=O)Nc1cccc([N+](=O)[O-])c1 | 102.0 | 106.0 | 100.0 | -10.0 | 0.0 | 95.0 | 0.0 | 99.0 | 96.0 | 0.0 | -4.0
COC(=O)c1ccc(CN2C(=O)NC3(CCC(C)CC3)C2=O)o1 (stereo not given) | 101.0 | 100.0 | 100.0 | -1.0 | -3.0 | 101.0 | -5.0 | 100.0 | 98.0 | -5.0 | -2.0
S=C(Nc1ccc(Nc2ccccc2)cc1)N1CCN(c2ncccn2)CC1 | 96.0 | 92.0 | 92.0 | 6.0 | -20.0 | 93.0 | 2.0 | 93.0 | 94.0 | 0.0 | 3.0
CCOc1c2ccc(C(=O)NCCc3ccc(C)cc3)cc2nn1CC | 94.0 | 94.0 | 97.0 | -2.0 | -5.0 | 96.0 | -5.0 | 95.0 | 94.0 | -5.0 | -6.0
Cc1ccc2nc(-c3ccncc3)cc(C(=O)NCCc3ccc(F)cc3)c2c1 | 99.0 | 105.0 | 96.0 | -2.0 | 0.0 | 99.0 | -1.0 | 102.0 | 94.0 | -1.0 | -1.0
CC(C(=O)Nc1ccc(C#N)cc1)N(C)CC(=O)Nc1cccc(F)c1 (stereo not given) | 97.0 | 110.0 | 100.0 | -5.0 | -1.0 | 100.0 | 0.0 | 101.0 | 97.0 | -1.0 | -3.0
CCN(CC)c1ccc(NC(=O)OC)cc1 | 100.0 | 100.0 | 102.0 | 10.0 | -4.0 | 101.0 | 12.0 | 99.0 | 99.0 | 4.0 | 6.0
COc1ccc(C(=O)O)cc1F | 90.0 | 100.0 | 97.0 | -6.0 | -2.0 | 100.0 | -5.0 | 104.0 | 97.0 | -8.0 | -4.0
